Bioassay records from PubChem BioAssay.
TexasRed autofl: Texas Red region autofluorescence; Compound fluorescence, Texas Red channel, 547/618 nm; stronger effect = higher value; max dye-equivalent concentration, M; 59,000 tested, 0.06% active; AID 587; in the data active means max dye-equivalent concentration above about 10 nM; inconclusive means between about 1.1 nM and that limit
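Spectral interference profiling: each compound concentration's relative fluorescence, read with a 547 nm excitation and 618 nm emission filter pair, was normalized to a per-plate Texas Red standard curve.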
UbGFP stabilizer: proteasome inhibitors stabilizing ubiquitin-GFP reporter; Ubiquitin-GFP reporter cells, proteasome inhibition, GFP fluorescence; response scale: untreated = 0%, 10 µM MG-132 = 100%; Potency, µM (highest dose often 45.9 µM), for the others: at the highest dose activation (GFP accumulation), usual class: activators; 67,000 tested, under 10 active; AID 526; active means well fitted activation curve with a large enough effect, not every such curve was filed as active; inconclusive means small, poorly fitted or top-dose-only effect, or another doubt; inactive means no such curve, though single readings can be large or run the other way; further: potency means the concentration at half of the fitted maximal effect
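U2OS cells stably expressing ubiquitin(G76V)-GFP, seeded overnight in 0.5% FBS medium, were exposed to compounds (qHTS, 46 uM to 2.9 nM) for 4 hr at 37 °C. GFP-positive cells were counted by laser cytometry (488 ex/515 em), normalized between basal and 10 uM MG-132.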
HBB splice mod: alters splicing of the hemoglobin beta chain. 65,000 tested, 0.06% active. HBB splicing reporter cell assay, activation; EGFP reporter with mutant IVS2-654 intron; response scale: normalised to 500 nM splice-correcting PNA. Potency, µM (top dose mostly 46.1 µM), for inactives: at the highest dose activation, most hits filed as activators. AID 925; further: potency means the concentration at half of the fitted maximal effect; 0% is about no effect
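HeLa cells stably expressing EGFP interrupted by mutant beta-globin intron 2 (IVS2-654), 500/well in 2% FCS. Treated with compound for 2 days at 37C. Splicing correction scored as total well GFP intensity (488 nm excitation, 500-520 nm emission); 500 nM antisense PNA served as control.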
Fluorescein fluor: compound autofluorescence in fluorescein spectral region | 59,000 tested, 0.91% active | max fluorescein-equivalent concentration, M | Compound autofluorescence, 480/540 nm, fluorescein-equivalent; stronger effect = higher value; in the data active means max fluorescein-equivalent concentration above about 10 nM; inconclusive means between about 1.1 nM and that limit
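Read-out is intrinsic compound fluorescence at 480/540 nm (excitation/emission), expressed as dye-equivalent concentration using a fluorescein standard series run on every plate. Compounds sat 15 min at room temperature in 100 mM Tris, pH 8.0.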
4MU fluor: compounds fluorescent in 4-MU spectral region. compound autofluorescence, 340/450 nm, 4-MU equivalents; stronger effect = higher value. max dye-equivalent concentration, M. 59,000 tested, 11% active; in the data active means max dye-equivalent concentration above about 10 nM; inconclusive means mostly about 1.1 nM to 9.6 nM
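Intrinsic fluorescence at 340/450 nm (ex/em) was read after 15 min at room temperature in pH 8.0, 100 mM Tris. Each compound concentration expressed as 4-MU-equivalent concentration from a six-point 4-MU standard series on each plate.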
GFP derepression: derepresses silenced GFP locus in mouse C127i cells; mouse C127i GFP locus derepression, cytometry, 30 h; Potency, µM (top dose mostly 46.1 µM), for the others: top-dose GFP derepression (activation); 68,000 tested, 0.09% active; further: % of control where 0% means no effect
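Murine C127i mammary cells carrying a silenced, stably integrated CMV-driven GFP reporter were treated with compound for 30 hours at 37 C. After PBS washes, GFP-positive cells were counted by laser-scanning microplate cytometry.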
Rhodamine autofl: compound fluoresces in the rhodamine spectral region; Rhodamine-region fluorescence, 547/598 nm, Tris buffer; stronger effect = higher value; max dye-equivalent concentration, M; 59,000 tested, 0.05% active; in the data active means max dye-equivalent concentration above about 11 nM; inconclusive means between about 1.1 nM and that limit
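Compounds in 100 mM Tris buffer, pH 8.0, were incubated 15 min at room temperature, then read at 547 nm excitation and 598 nm emission. Fluorescence was normalized against a per-plate six-point rhodamine standard curve as dye-equivalent concentration.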
Hsp90 Hop PPI: changes Hsp90-Hop TPR2A binding signal, up or down; AlphaScreen TPR2A-His6 binding biotin-Hsp90 C-terminal peptide; Potency, µM (top dose mostly 57 µM), inactives show at the highest dose activity change, negative = inhibition; 71,000 tested, 0.44% active; active means well fitted curve in either direction with a large enough effect; inconclusive means small, poorly fitted or top-dose-only effect, or another doubt; further: potency means the concentration at half of the fitted maximal effect; on the % scale 0 is the no-effect control and ±100 the full control effect; many of its hits are not listed in these tables
ALOX15 inhib: inhibitors of human 15-lipoxygenase (ALOX15). purified 15hLO-1, xylenol orange hydroperoxide absorbance. Potency, µM (series often up to 57.1 µM), for inactives: at the highest dose activity change, negative = inhibition, hits mostly inhibitors. 74,000 tested, 1.4% active; further: potency means the concentration at half of the fitted maximal effect; on the % scale 0 is the no-effect control and ±100 the full control effect; nearly all actives have a fitted effect of over 55% in size
Target sequence (P16050 whole entry, looked up): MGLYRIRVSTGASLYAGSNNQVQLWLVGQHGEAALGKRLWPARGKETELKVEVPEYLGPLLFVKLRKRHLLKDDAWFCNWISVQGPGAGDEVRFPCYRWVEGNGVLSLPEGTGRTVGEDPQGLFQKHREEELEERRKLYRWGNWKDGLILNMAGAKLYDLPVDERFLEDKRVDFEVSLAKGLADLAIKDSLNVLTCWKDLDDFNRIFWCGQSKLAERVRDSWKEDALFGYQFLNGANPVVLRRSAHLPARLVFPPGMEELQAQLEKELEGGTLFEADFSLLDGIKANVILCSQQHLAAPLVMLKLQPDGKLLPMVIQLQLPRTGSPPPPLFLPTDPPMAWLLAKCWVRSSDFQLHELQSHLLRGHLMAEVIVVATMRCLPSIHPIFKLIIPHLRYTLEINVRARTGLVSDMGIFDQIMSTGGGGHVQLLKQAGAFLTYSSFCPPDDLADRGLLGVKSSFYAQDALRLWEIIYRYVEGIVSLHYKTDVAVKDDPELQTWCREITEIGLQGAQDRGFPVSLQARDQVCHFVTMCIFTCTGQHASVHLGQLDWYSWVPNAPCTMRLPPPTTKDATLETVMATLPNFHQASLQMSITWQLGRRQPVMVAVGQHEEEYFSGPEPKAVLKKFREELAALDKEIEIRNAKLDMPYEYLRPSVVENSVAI
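Purified human 15hLO-1 (40 nM final) in 25 mM Hepes pH 7.5, 0.01% Triton X-100 was preincubated with compound 15 min at room temperature, then reacted 6 min with 50 uM arachidonic acid; hydroperoxide detected by Fe-XO, 573/405 nm absorbance ratio.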
HADH2 inh: inhibitors of human HADH2 dehydrogenase; recombinant HADH2, NADH fluorescence, beta-hydroxybutyryl-CoA; Potency, µM (highest dose often 57.1 µM), for the others: top-dose activity change, negative = inhibition, most hits filed as inhibitors; 73,000 tested, 3.4% active; AID 886; further: potency means the concentration at half of the fitted maximal effect; on the % scale 0 is the no-effect control and ±100 the full control effect; nearly all actives have a fitted effect of over 60% in size; many of its hits are not listed in these tables
Target sequence (Q99714 whole entry, looked up, one chain of several): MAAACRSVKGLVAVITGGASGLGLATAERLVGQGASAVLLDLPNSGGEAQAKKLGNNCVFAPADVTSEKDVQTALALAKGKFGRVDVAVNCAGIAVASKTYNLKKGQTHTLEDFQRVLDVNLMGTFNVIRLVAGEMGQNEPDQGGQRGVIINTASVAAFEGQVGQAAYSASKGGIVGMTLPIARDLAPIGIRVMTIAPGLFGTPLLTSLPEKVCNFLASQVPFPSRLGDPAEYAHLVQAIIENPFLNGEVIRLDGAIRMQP
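20 nM HADH2 + cpd, 15 min RT; add 1 mM NAD+/90 uM beta-hydroxybutyryl-CoA; kinetic fluorescence 360/450 nm, 4 min. Tris-HCl pH 9.0, 0.01% Tween-20.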
DNA Pol III inh: blocks replication by bacterial DNA polymerase III holoenzyme. reconstituted DNA polymerase III holoenzyme replication, biochemical. Potency, µM (doses to about 57.1 µM), inactives show top-dose activity change, negative = inhibition. 71,000 tested, 0.25% active. AID 603; further: potency means the concentration at half of the fitted maximal effect; on the % scale 0 is the no-effect control and ±100 the full control effect
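Reconstituted *E. coli* holoenzyme (0.35 nM Pol III, 1 nM beta, 154 nM SSB, 2 nM primase) was preincubated with compound for 15 min at RT. Synthesis on 1.4 nM ssM13Gori ran 35 min, then was stopped with PicoGreen/EDTA and read as dsDNA fluorescence.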
* = called active by the depositor; i = inactive; ? = inconclusive; nt = not tested or not shown; [ ] = remark or other dose. Unless noted, the call rests on the fitted dose curve; in most records, active means well fitted curve in the direction sought with a large enough effect; inconclusive means small, poorly fitted or top-dose-only effect, or another doubt; inactive means no such curve, though single readings can be large; an effect the other way counts as inactive or inconclusive. Some of the compounds tested, so the mix of outcomes need not match the whole.

SMILES	TexasRed autofl	UbGFP stabilizer	HBB splice mod	Fluorescein fluor	4MU fluor	GFP derepression	Rhodamine autofl	Hsp90 Hop PPI	ALOX15 inhib	HADH2 inh	DNA Pol III inh
COc1ccc(S(=O)(=O)N2CCN(Cc3ccccc3)CC2)cc1	i	7%	0.4%	i	i	2%	i	3%	1%	10%	-5%
Cn1ccnc1Sc1nnnn1-c1ccccc1	i	-2%	1.7%	?	i	2%	i	-16%	9%	1%	0%
CCc1ccc(N2CC(C(=O)OCC(=O)NC3CCS(=O)(=O)C3)CC2=O)cc1 (stereo unspecified)	?	9%	2.8%[1.84 µM]	i	i	2%	i	3%	-4%	16%	-3%
COc1ccc(-c2noc(Cc3ccccc3OC)n2)cc1	nt	9%	-3.3%	nt	nt	6%	nt	?	0%	-2%	8%
Cc1ccc2c(c1)NC(=O)C(CC(=O)NC1CCCCC1C)O2 (stereo unspecified)	nt	0%	0.1%	nt	nt	nt	nt	-4%[2.3 µM]	2%	-22%	2%
COc1ccc(OCc2nnc3n2N=C(c2ccc(C)cc2)CS3)cc1	nt	13%	-0.1%	nt	nt	-2%	nt	-9%	-3%	-6%	-6%
COc1ccc(C(=O)Nc2cccc(C)c2)cc1S(=O)(=O)N1CCOCC1	i	-3%	-0.3%	i	i	3%	i	2%	-2%	4%	0%
NC(=O)C1(N2CCCCC2)CCN(C(=O)CSc2nc(C(F)(F)F)cc(=O)[nH]2)CC1	i	4%	0.9%	i	i	-2%	i	1%	8%	-6%	-4%
COc1ccc(NC(=O)c2ccc3c(c2)OCO3)cc1Cl	i	-2%	-1.3%	i	i	0%	i	-6%	-11%	7%	-4%
CCOc1nc(-c2ccccc2)ccc1-c1noc(-c2cccnc2)n1	i	-4%	-0.2%[57.5 µM]	i	?	4%	i	0%	5%	-23%	4%
CSc1n[nH]c(NCc2ccccc2)n1	?	-4%	-0.9%	?	i	-2%	i	2%	-8%	-3%	-4%
COc1cccc(C(c2sc3nc(C)nn3c2O)N2CCN(c3ccccc3F)CC2)c1 (stereo unspecified)	nt	-4%	-0.6%	nt	nt	nt	nt	0%	-10%	-9%	-5%
O=C1c2ccccc2-c2onc3ccc(NCCCn4ccnc4)c1c23	1.4e-07M*	3%	2.6%	4.6e-06M*	i	-5%	6.2e-07M*	25µM*	22%	7%	354%
CCCCC(CC)COC(=O)c1ccccc1C(=O)O (stereo unspecified)	nt	nt	-1.7%	nt	nt	nt	nt	3%	-7%	6%	-5%
CCN1CCN(Cc2nc3c(c(=O)n(C)c(=O)n3C)n2C(C)C(C)=O)CC1 (stereo unspecified)	i	-5%	nt	?	i	-1%	i	0%	8%	-5%	1%
O=C(Nc1ccc2c(c1)oc1ccccc12)N1CCOCC1	i	-3%	-0.1%[57.5 µM]	?	i	-1%	i	-1%	6%	5%	0%
O=C(O)CN1CCNCC1	i	3%	nt	i	i	0%	i	0%	6%	3%	-2%
Cc1ccccc1Cc1c(C)nc2c(C(=O)N3CCN(Cc4ccc5c(c4)OCO5)CC3)cnn2c1C	i	3%	2.5%[57.5 µM]	i	?	2%	i	-5%	1%	?	-5%
COc1ccc(CC(=O)N2CCN(c3ccccn3)CC2)cc1	?	-3%	-1.1%	?	i	3%	i	-2%	0%	0%	-8%
Cc1c(Br)cc(C(=O)OC2CCN(C)CC2)c(C)c1C	i	2%	-0.2%	i	i	3%	i	-3%	4%	13%	-5%
COc1ccc(CN2C(=O)CN=C2Nc2cccc(C)c2C)cc1	i	1%	0.4%	?	i	-2%	i	-2%	-4%	5%	-2%
CC(=O)N1CCN(c2ccc(NCc3ccc(F)cc3)cc2)CC1	nt	2%	-0.3%	nt	nt	2%	nt	-11%	10µM*	-7%	2%
O=C(CSc1nnc(-c2cccs2)n1-c1ccccc1)N1CCOCC1	?	6%	-0.1%	i	i	2%	i	4%	2%	9%	4%
CCn1c(SCC(=O)NCc2ccc3c(c2)OCO3)nnc1-c1cccs1	i	0%	0.4%	i	i	-2%	i	-4%	4%	-7%	-3%
CCCCOc1c(Cl)cc(CNC(C)(C)CO)cc1OCC	i	4%	-1.1%	i	i	0%	i	-2%	4%	-4%	-11%

Some entries already given, showing only UbGFP stabilizer.
Molecule | UbGFP stabilizer
COc1ccc(CN2C(=O)CN=C2Nc2cccc(C)c2C)cc1 | 1%
COc1ccc(NC(=O)c2ccc3c(c2)OCO3)cc1Cl | -2%

Carrying on:
SMILES	TexasRed autofl	UbGFP stabilizer	HBB splice mod	Fluorescein fluor	4MU fluor	GFP derepression	Rhodamine autofl	Hsp90 Hop PPI	ALOX15 inhib	HADH2 inh	DNA Pol III inh
COc1ccc(CN/C=C2\CCCCC2=O)cc1	i	10%	2.2%	?	?	3%	i	-7%	-22%	2%	0%
CCOC(=O)Cn1ncc2c(=O)oc3ccccc3c21	?	-4%	-2.2%	i	i	2%	i	1%	1%	1%	-4%
COc1ccc(-c2noc(CCC(=O)N(C)c3cccc(C)c3)n2)cc1	i	0%	2.8%	i	i	4%	i	9%	-2%	0%	3%
NC(=O)c1cc2ccc(O)cc2oc1=NCc1ccccc1	i	8%	-0.2%	2.7e-07M*	2.3e-06M*	0%	i	?	-15%	3.2µM*	6%
Cc1ccc(C(=O)NC2CCS(=O)(=O)C2)cc1S(=O)(=O)N1CCOCC1 (stereo unspecified)	?	4%	0.6%	i	i	3%	i	0%	7%	0%	-7%
CC(C)[C@H](NC(=O)Nc1cccc(C(F)(F)F)c1)C(=O)O	i	-6%	0.7%[57.5 µM]	?	i	-4%	i	-1%	5%	2%	3%
CCOc1ccc(NC(=O)Nc2ccc3c(c2)N(C)C(=O)CS3)cc1	nt	4%	1.0%	nt	nt	2%	nt	-6%	-10%	-6%	-1%
Cc1cc(C)n(-c2cc(-n3nc(C)cc3C)ncn2)n1	nt	?	2.8%[0.0738 µM]	nt	nt	-2%	nt	12%[11 µM]	2%[11.4 µM]	10%[11.4 µM]	3%[11.4 µM]
CCCn1nnnc1SCC(=O)c1ccc2c(c1)OCCO2	i	3%	0.5%	?	i	0%	i	-4%	7%	-11%	-8%
CC1CCCCN1CCNC(=O)C1CCN(S(=O)(=O)c2cccc3cccnc23)CC1 (stereo unspecified)	nt	-7%	1.2%	nt	nt	-7%	nt	-5%	1%	11%	-2%
CCOC(=O)c1c(N)sc2c(NC(C)=O)cccc12	?	nt	2.6%[0.369 µM]	?	1.8e-08M*	-2%	i	-4%	-6%	-3%	-3%
CCNC(=O)NCCc1c[nH]c2ccc(Cl)cc12	i	19%	-1.3%	i	i	-3%	i	-2%	-2%	9%	4%
CC(C)NC(=O)CCCc1cn(C)c2ccccc12	i	4%	-2.1%[57.5 µM]	?	i	10%	i	-4%	-2%	-4%	-9%
CN1CCCC2(CCN(C(=O)c3cnccn3)CC2)C1	i	-4%	0.7%	i	i	5%[9.22 µM]	i	0%	-8%	11%	-4%
C=CCNC(=O)C1CC(=O)N(c2ccc(OCC(=O)Nc3cccc(OC)c3)cc2)C1 (stereo unspecified)	i	-4%	0.7%	i	i	2%	i	-1%	1%	5%	-4%
O=C(Nc1ccc2c3c(cccc13)CC2)c1ccco1	i	-3%	-1.2%	i	i	0%	i	-2%	4%	12%	-3%
CCOC(=O)Cn1c(=O)c2c(nc3n2CCCCN3c2ccc(OCC)cc2)n(C)c1=O	i	nt	1.1%[0.369 µM]	i	i	-4%	i	?	13%	3%	3%
Cc1nc2ccc(S(=O)(=O)NC(C(=O)N3CCCCCC3)C(C)C)cc2s1 (stereo unspecified)	nt	-11%	-0.4%	nt	nt	nt	nt	-12%[2.3 µM]	24%	-1%	0%
CCOC(=O)C1CCN(C(c2cccs2)c2sc3nc(C)nn3c2O)CC1 (stereo unspecified)	nt	-4%	-0.7%	nt	nt	nt	nt	0%	32%[activator]	-6%	-5%
Cc1ccc(NC(=O)c2ocnc2C)cc1Cl	?	-7%	3.0%[1.84 µM]	i	i	3%	i	3%	0%	?	-5%
CCOc1cc2oc(=O)c3c(c2cc1Cl)CCC3	i	4%	2.3%	i	2.1e-08M*	-4%	i	-4%	2%	21%	5%
COc1ccc(-c2noc(-c3ccccc3Cl)n2)cc1OC	i	-7%	-1.0%	i	i	-2%	i	9%	-2%	15%	-5%
Brc1cccc(-c2nnc(SCc3nc4ccccc4[nH]3)o2)c1	i	-3%	-0.2%[57.5 µM]	i	i	5%	i	-1%	7%	18%	-3%
O=C(NCc1ccco1)C1CCCN(S(=O)(=O)c2cccc3cccnc23)C1 (stereo unspecified)	nt	-12%	-0.1%	nt	nt	-2%	nt	?	10%	4%	-1%
